Source: PubChem BioAssay (several laboratories)
T cell HTS – modulates CD8 T cell binding to vesicles; 0.068% of 330,000 active; 2C CD8+ T cell-vesicle binding, flow cytometry; active compounds read low; calls only at 7 µM; AID 2052;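 active = response, share of CD8 T cells binding vesicles, and their 90th percentile fluorescence all below set limits, cut at about 80% in these data, passing the limit was not always enough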
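Assay system: 2C TCR transgenic mouse naive CD8+ T cells, MACS-purified | Read-out: CD8+ gate FL2 mean fluorescence as % of same-row positive control | Signal: High-throughput flow cytometry with anti-B7-1 and anti-CD8 staining | Timing: Binding step 1.5 h, 37 °C, antibody labelling 20 min, ice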
TNAP activation fold – stimulation of alkaline phosphatase TNAP activity – biochemical, luminescent, no phosphate acceptor, uHTS, primary screen (AID 1001) | one-dose activation fold at 20 µM; EC50 in µM for titrated hits | purified TNAP, luminescent activation assay, no phosphate acceptor; higher activation fold means a stronger effect | 0.03% of 200,000 active; in the data active = activation fold from about 3, or a potency from the dose series; inactive = the rest, 99 in 100 with activation fold below about 1.6; also: many of its hits are not listed in these tables
human PMI inhibition – inhibitors of human PMI, primary screen, biochemical, fluorescence intensity, coupled assay (AID 1209). 0.42% of 190,000 active. inhibition, % at 20 µM, or IC50 in µM where a hit was titrated. purified PMI enzyme, coupled fluorescence intensity; higher % means a stronger effect;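 also: plate controls were DMSO vehicle for no effect and wells lacking substrate for full effect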
b-catenin transl – beta-catenin nuclear translocation modulation. HeLa beta-catenin nuclear translocation, immunofluorescence imaging. nuclear translocation activity, % at 5 µM. 0.3% of 190,000 active. AID 1665;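 active = nuclear translocation activity above 50% at 5 µM, with a well cell count of 50 or more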;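 also: per-cell ratio of nuclear to cytoplasmic median beta-catenin stain intensity; plate controls were DMSO negative control for no effect and GSK-3 inhibitor IX positive control for full effect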
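System: Human HeLa cells, endogenous beta-catenin | Compound dosing: 5 µM primary, 0.02–20 µM confirmation | Timing: 24 h compound exposure at 37°C, 5% CO2 | Measured by: Fluorescence imaging of beta-catenin antibody stain plus DAPI | Read-out basis: % activation of per-cell nuclear versus cytoplasmic median beta-catenin signal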
PMI inhibition – human PMI inhibitors, high substrate, primary screen, biochemical, fluorescence intensity, high mannose 6-phosphate (AID 1220); recombinant PMI enzyme, coupled fluorescence intensity; higher % means a stronger effect; inhibition, % at 20 µM, or IC50 in µM where a hit was titrated; 0.66% of 190,000 active
Autophagy HCS – autophagy modulation, high-content screen; MEF GFP-LC3 puncta imaging; test concentration mostly 10 µM; calls only at 10 µM (by protocol); 0.98% of 190,000 active; AID 463193;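 active = percentage of spot-positive cells more than 3 SD above its plate mean, without a fluorescence outlier flag or 80% toxicity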;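 also: spot-positive cell cutoff set from DMSO-treated cells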
MT stabilizer – microtubule stabilizers in HeLa cells | HeLa tubulin immunostaining HCS, 24 h; share of cells brighter than vehicle mean+2SD | % tubulin-high responders, % at 10 µM | 0.83% of 200,000 active;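 active = plate Z-score above 3 for both tubulin-high and condensed-nucleus cell shares, with cell loss under 80%, at 10 µM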;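 also: anti alpha tubulin signal scored within the nucleus-defined area of each cell; some results filed as inactive read as strong as hits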
Hep lipid drop – modulators of hepatic lipid droplet formation; AML12 mouse hepatocytes, oleate lipid droplets, BODIPY imaging; inhibition, % at 6.5 µM; 0.4% of 240,000 active;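 active = lipid droplet intensity inhibited by at least 50%, with more than 500 cells counted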
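Assay system: AML12 hepatocytes (mouse); Probe or stimulus: oleic acid at 100 µM to induce lipid droplet formation; Dosing: compound at 6.5 µM only; Schedule: compound with oleate, overnight; Detection: fluorescence imaging, 20x objective, two fields per well; Measure: % inhibition of lipid droplet signal.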
Insulin prom up – MIN6 insulin promoter up-regulation; MIN6 insulin promoter-GFP reporter, high-content imaging; active compounds read high; z-score at 5 µM; 0.3% of 190,000 active; AID 1625;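 active = z-score above 3 at 5 µM with at least 500 cells counted in the well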
Insulin prom up cell count – second read-out of Insulin prom up, no call of its own (marks repeat the call); cell count; measured here: cytotoxicity, nuclei count;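 total cells summed across four imaged fields per well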
Hep lipid drop cells 6.5 µM – further read-out of Hep lipid drop, marked with its call; cell count; measured here: cell count, cytotoxicity flag;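 cells counted across two imaged fields per well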
b-catenin transl cell count 5 µM – also measured in b-catenin transl; calls as there; cell count; measured here: cell count, cytotoxicity flag
T cell HTS vesicle-bound % – second read-out of T cell HTS, no call of its own (marks repeat the call); double positive events, %; measured here: CD8+ vesicle-bound cell fraction;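 binding gate set so that unloaded-vesicle control wells show 10% double positive cells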
MT stabilizer Hoechst-high % – second read-out of MT stabilizer, no call of its own (marks repeat the call); % Hoechst-high responders; measured here: nuclear condensation Hoechst responders;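 share of cells brighter than vehicle mean plus two SD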
MT stabilizer cytotoxicity % – second read-out of MT stabilizer, no call of its own (marks repeat the call); toxicity, %; measured here: cytotoxicity by cell density;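 0% = mean cell density of plate MIN control wells and 100% = no cells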
Autophagy HCS cell loss 18 h – second read-out of Autophagy HCS, no call of its own (marks repeat the call); toxicity, %; measured here: cell loss, nuclei count;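 cell loss after 18 h compound exposure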
The depositor's hits bear a star; i = inactive; . = not tested or not shown; + = active, no number. Rule as the data show it, unless noted: active = inhibition above about 50%; inactive = the rest.

SMILES	T cell HTS	T cell HTS vesicle-bound %	TNAP activation fold	human PMI inhibition	b-catenin transl	b-catenin transl cell count 5 µM	PMI inhibition	Autophagy HCS	Autophagy HCS cell loss 18 h	MT stabilizer	MT stabilizer Hoechst-high %	MT stabilizer cytotoxicity %	Hep lipid drop	Hep lipid drop cells 6.5 µM	Insulin prom up	Insulin prom up cell count
O=C1Nc2ccccc2C(O)(C(=O)NCc2ccco2)N1c1ccc(Cl)cc1 (stereo not given)	i	59	1.1	8%	0.9	1075	9%	i	5	2.5	3.3	7.9	-11	792	-0.38	1145
COC(=O)[C@@]1(Cc2ccccc2)[C@H]2c3cc(C(=O)N4CCCC4)n(CCSCCO)c3C[C@H]2CN1C(=O)c1ccccc1	i	24	1.1	-8%	3.0	535	-12%	+	6.3*	3.9	3.2	5.4	-1	770	-1.4	972
Cc1cc(C)nc(SCC(=O)Nc2ncc(Cc3cccc(Cl)c3)s2)n1	i	12	1.1	13%	0.9	953	-4%	i	-13	2.1	2.5	5.9	2	666	.	.
CCCCS(=O)CC(O)COCC (stereo not given)	i	4	1.1	-3%	.	.	-11%	i	-2	2.7	3.4	8.3	14	826	.	.
CCc1nc(N2CCN(C(=O)c3ccccc3)CC2)c2c3c(sc2n1)CCCC3	i	17	1.1	18%	0.6	1087	6%	i	5	1.0	1.5	3.7	12	777	-0.57	1333
O=C(COc1ccccc1)Nc1ccc(CSc2ccccc2)cc1	i	50	1.1	6%	2.2	1361	3%	i	-4	1.9	1.8	3.8	.	.	0.75	1566
CCOC(=O)c1nc2nc(C)c(Cl)c(=O)n2[nH]1	i	38	1	0%	-2.7	796	3%	i	5	5.8	3.9	2.7	.	.	1.2	1727
COc1ccc(OC)c(S(=O)(=O)N2CCC(C(=O)NCC3CCCO3)CC2)c1 (stereo not given)	i	33	1.2	8%	0.8	1072	8%	i	-4	2.4	1.9	6.8	-44	705	-0.12	1822
CC(=O)c1c(C)nc2cc(Cl)ccc2c1N	i	44	1.1	20%	-1.2	1039	17%	i	27	4.0	3.8	7.6	1	752	0.68	1273
COC(=O)[C@H](Cc1ccccc1)NC(=O)NCc1ccc(C)cc1	i	42	.	.	0.2	1312	.	.	.	.	.	.	14	703	0.26	954
COc1ccc(-c2csc(NC(=O)CN3C(=O)CCC3=O)n2)c(OC)c1	i	49	1.1	5%	0.3	1334	3%	i	1	2.9	3.5	6.0	14	641	-0.28	1182
Cc1ccc(NC(=O)c2ccc(NCCc3ccccc3)c([N+](=O)[O-])c2)cc1F	i	25	1.1	-1%	-3.7	1111	-8%	+	28*	2.8	1.9	5.4	-30	510	0.05	1389
O=C(CCC1CCCN(C(=O)Cc2cccc(F)c2)C1)N1CCN(c2ccccn2)CC1 (stereo not given)	i	53	1	3%	-2.1	964	0%	i	2	2.8	2.1	2.4	-14	782	1.5	1495
CCOC(=O)CCNC(=O)N1CCCC(C(=O)c2ccccc2SC)C1 (stereo not given)	i	7	1	3%	-1.6	1080	-6%	i	7	0.5	1.3	1.7	1	684	.	.
O=S(=O)(NCC1CCCO1)c1cc(Cl)ccc1Br (stereo not given)	i	18	1.1	43%	-1.2	1057	43%	i	-4	1.2	1.5	0.2	7	781	0.59	1258
COc1ccc(/C=C/C(=O)O)cc1S(=O)(=O)NCC1CCCO1 (stereo not given)	i	19	.	.	-0.2	1289	.	.	.	.	.	.	-2	764	0.13	1052
Cc1cc2cc(C)c3nnc(SCC(=O)Nc4ccc(S(=O)(=O)N5CCCCC5)cc4)n3c2cc1C	i	38	1.1	12%	0.3	1098	4%	i	-3	3.2	3.5	4.7	17	562	-0.52	1433
Cc1cc(C)cc(OCCCOc2cccc3cccnc23)c1	i	54	1.1	1%	1.6	1362	6%	i	16	4.0	2.5	7.9	.	.	0.37	1599
COc1cccc(Nc2ccc(Nc3cccc(OC)c3)nn2)c1	i	14	1.1	9%	-0.5	1083	1%	i	17	4.9	2.4	8.6	7	707	0.06	1524
O=C(c1ccc2c(c1)N(Cc1ccccc1)C(=O)CS2)N1CCOCC1	i	31	1.1	0%	1.0	1395	-3%	i	2	6.5	7.1	11	.	.	-0.05	1092
CCc1nc(SCC(=O)NCC2CCCO2)c2oc3ccccc3c2n1 (stereo not given)	i	13	1.1	-6%	-3.6	947	-8%	i	7	1.3	1.5	4.4	.	.	-0.69	861
CC1CCN(C(=O)c2cc(-c3ccc(Cl)c(Cl)c3)on2)CC1	i	39	1	-4%	-3.4	1278	-3%	i	-7	4.3	1.9	2.8	0	708	-0.63	1052
Cc1ccc(-n2c(C)nn(Cc3ccc([N+](=O)[O-])cc3)c2=O)cc1	i	63	1.1	-1%	-3.4	1104	-1%	i	6	4.1	4.0	7.7	0	670	-0.54	1453
COc1cccc(CNC(=S)NC2CCCC2)c1	i	35	1.1	7%	-0.6	1326	-5%	i	12	5.0	2.7	2.7	10	694	-0.25	1491
CNC(=O)c1c(NC(=O)c2ccc(N3C(=O)CCC3=O)cc2)sc2c1CCCC2	i	43	1.1	15%	-3.0	1129	12%	i	-13	2.8	1.8	5.0	5	714	0.46	1456
CCNc1nc(NCC)n2c(SCC(=O)c3ccccc3F)nnc2n1	i	22	1.2	-2%	-1.7	1073	-14%	i	-11	3.4	2.7	6.5	-1	701	0.1	1324
CC(c1ccccc1)n1c(-c2ccncc2)n[nH]c1=S (stereo not given)	i	38	0.9	1%	-0.8	1047	-7%	i	-7	1.2	1.2	3.9	-15	739	0.19	1259
COc1cccc(OCCCN2CCCCC2)c1	.	.	1.1	5%	-1.9	1137	3%	i	13	1.6	2.6	2.6	.	.	0.34	1157
Cc1[nH]c(=O)[nH]c(=O)c1/C=N/NC(=O)[C@H](C)NC(=O)OC(C)(C)C	i	55	1.4	16%	.	.	8%	i	6	2.9	2.0	11	.	.	.	.
N=c1c2c(ncn1CCCO)Oc1c(ccc3ccccc13)C2c1ccccc1 (stereo not given)	i	23	.	.	2.8	1207	.	.	.	.	.	.	6	725	-0.61	912
CNCc1ccccc1Sc1ccc(O)c(O)c1	i	45	0.7	75%*	1.2	501	26µM*	i	-15	1.7	2.4	6.2	-39	692	-0.02	1193
CC(=O)c1cccc(CN2CCN(CC=C(C)C)C(CCO)C2)c1 (stereo not given)	i	57	.	.	2.0	1336	.	.	.	.	.	.	-3	791	-0.32	981
CCN(CC)c1ccc(NC(=O)c2ccccc2F)cc1	i	38	1.1	13%	.	.	11%	i	20	52*	24*	44*	5	692	-0.67	1149
COCCn1c(SCc2nnc(-c3ccc(OC)c(OC)c3)o2)nnc1-c1ccncc1	i	17	.	.	-0.6	1276	.	.	.	.	.	.	18	722	-0.86	1068
CN1C(=O)NC(NC(=O)c2ccco2)(C(F)(F)F)C1=O (stereo not given)	i	48	0.9	-2%	-1.7	869	7%	i	-2	4.1	2.1	2.6	.	.	0.84	1520
Clc1ccc(-c2nc3ccncc3[nH]2)cc1	i	23	1.1	21%	.	.	7%	i	0	2.7	3.3	4.0	-2	582	0.33	1161
C[C@H](NC(=O)c1ccccc1Cl)C(=O)OCCOc1ccc(Cl)cc1	i	30	.	.	1.1	1299	.	.	.	.	.	.	-11	696	-0.29	1320
Cc1ccc(C(=O)OCCN(C)Cc2ccccc2)cc1	i	51	1.1	-13%	-4.1	1121	-9%	i	6	3.0	1.5	8.1	-19	625	0.27	1566
O=c1c2ccccc2c(C=NC2CCS(=O)(=O)C2)c(O)n1-c1ccccc1 (stereo not given)	i	37	0.9	0%	-0.4	1081	8%	i	9	2.1	2.4	5.2	.	.	0.18	1164
CC(C)Cc1nc2ccccc2n1CCc1ccccc1	i	60	1.1	-1%	-5.8	603	1%	i	21	3.3	2.2	9.4	-8	760	-0.42	1186

Three entries out of the list, arranged by SMILES length, largest number first:
SMILES	T cell HTS	T cell HTS vesicle-bound %	TNAP activation fold	human PMI inhibition	b-catenin transl	b-catenin transl cell count 5 µM	PMI inhibition	Autophagy HCS	Autophagy HCS cell loss 18 h	MT stabilizer	MT stabilizer Hoechst-high %	MT stabilizer cytotoxicity %	Hep lipid drop	Hep lipid drop cells 6.5 µM	Insulin prom up	Insulin prom up cell count
CNC(=O)c1c(NC(=O)c2ccc(N3C(=O)CCC3=O)cc2)sc2c1CCCC2	i	43	1.1	15%	-3.0	1129	12%	i	-13	2.8	1.8	5.0	5	714	0.46	1456
CCNc1nc(NCC)n2c(SCC(=O)c3ccccc3F)nnc2n1	i	22	1.2	-2%	-1.7	1073	-14%	i	-11	3.4	2.7	6.5	-1	701	0.1	1324
COc1cccc(CNC(=S)NC2CCCC2)c1	i	35	1.1	7%	-0.6	1326	-5%	i	12	5.0	2.7	2.7	10	694	-0.25	1491

(continued)
SMILES	T cell HTS	T cell HTS vesicle-bound %	TNAP activation fold	human PMI inhibition	b-catenin transl	b-catenin transl cell count 5 µM	PMI inhibition	Autophagy HCS	Autophagy HCS cell loss 18 h	MT stabilizer	MT stabilizer Hoechst-high %	MT stabilizer cytotoxicity %	Hep lipid drop	Hep lipid drop cells 6.5 µM	Insulin prom up	Insulin prom up cell count
O=C1NC(=S)S/C1=C\c1cc2ccccc2nc1N1CCCCC1	i	48	.	.	1.6	942	.	.	.	.	.	.	9	692	-0.51	1426
CSc1ccc(NC(N)=S)cc1	i	42	1.1	10%	0.0	990	5%	i	-24	3.8	2.0	3.8	-5	657	-0.72	1586
Cc1c(C(=O)N2CCN(C(=O)c3ccco3)CC2)sc2nc(-c3ccc(F)cc3)cn12	i	20	1.1	11%	1.0	977	10%	i	-10	2.1	1.4	5.6	3	680	-0.55	1641
CN(C)CCNC(=O)/C(=C/c1ccc(-c2ccc(Cl)cc2)o1)NC(=O)c1ccccc1	i	39	1	0%	0.6	861	5%	i	12	5.9	2.3	10	-4	659	-0.75	1082
COc1cc(/C=N/OCC(=O)NC2CCCCC2)ccc1OCc1ccccc1	i	16	1.2	16%	0.0	920	18%	i	12	3.0	2.0	2.3	0	716	0.05	1289
Cc1cc(C(=O)OCC(N)=O)c(C)n1-c1ccccc1	i	46	1.1	3%	-1.3	1168	1%	i	28	6.8	5.0	2.9	2	701	1.1	1240
